# Cycloheximide cs: counter-screen hit for Shiga toxin inhibitors, cycloheximide | cell reporter, cycloheximide protein synthesis inhibition counterscreen | hit rate 12% among 300,000 | max response, %; in the data active = max response mostly above about 13%, no sharp cut-off; inactive = mostly below about 14%; note: read at 38.3 µM for the half of the compounds with a filed dose; 0% is about no effect
# Shiga toxin inh: blocks Shiga toxin action in Vero cells | AID 2315 | inhibition, % at 38.7 µM | hit rate 9.2% among 290,000 | Vero cells, Shiga toxin protein synthesis inhibition reporter; in the data active = inhibition mostly above about 28%, no sharp cut-off; inactive = mostly below about 43%; note: 0% is about no effect
# Sm TGR inh: S. mansoni TGR enzyme inhibition | Q962Y6 | purified TGR, DTNB reduction, TNB absorbance 405 nm | Potency, µM (doses to about 114 µM), without a hit: at the highest dose activity change, negative = inhibition, most hits filed as inhibitors | hit rate 3% among 360,000; note: potency is the fitted concentration of half-maximal effect; % is set by controls: 0 for no effect and ±100 for the full control effect; nearly all actives have a fitted effect of over 60% in size
#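 First, TGR (20 nM dispensed) and NADPH were mixed with compound. Second, a 15 min room-temperature incubation followed. Third, further NADPH and then DTNB were added to start the reaction. Finally, TNB absorbance was monitored kinetically.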
# Pf growth 96h: P. falciparum growth inhibition at 96 hour, primary screen for plastid delayed-death inhibitors; P. falciparum luciferase reporter growth, 96 h; Potency, µM (highest dose often 28.7 µM), without a hit: at the highest dose activity change, negative = inhibition, usual class: inhibitors; hit rate 6.9% among 320,000; AID 504834; note: potency is the fitted concentration of half-maximal effect; % is set by controls: 0 for no effect and ±100 for the full control effect
#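 Parasite growth measured via integrated firefly luciferase reporter in P. falciparum. Infected erythrocytes at 2% hematocrit, 0.05% parasitemia final were treated 96 hours at 37 C under 5% CO2, and luminescence was read.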
# Pf growth 48h: inhibits P. falciparum growth in the first generation, 48 h. P. falciparum luciferase growth in erythrocytes, 48 h. Potency, µM (doses to about 28.7 µM), for inactives: top-dose activity change, negative = inhibition, hits mostly inhibitors. hit rate 5.9% among 310,000. AID 504832; note: potency is the fitted concentration of half-maximal effect; % is set by controls: 0 for no effect and ±100 for the full control effect
#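 Compounds are pin-transferred into medium, infected erythrocytes (2% hematocrit, 0.1% parasitemia final) are added, and plates sit one parasite generation at 37 C in 5% CO2. Detection reagent is then added and luminescence measured.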
# FBPA Giardia inh: inhibitors of Giardia lamblia fructose-1,6-bisphosphate aldolase. purified Giardia FBPA. A8B2U2. AID 2451. Potency, µM (top dose mostly 59.6 µM), for inactives: at the highest dose activity, negative = inhibition, usual class: inhibitors. hit rate 0.71% among 290,000; note: potency is the fitted concentration of half-maximal effect; % is set by controls: 0 for no effect and ±100 for the full control effect; nearly all actives have a fitted effect of over 55% in size
# Target sequence (A8B2U2 whole entry, looked up): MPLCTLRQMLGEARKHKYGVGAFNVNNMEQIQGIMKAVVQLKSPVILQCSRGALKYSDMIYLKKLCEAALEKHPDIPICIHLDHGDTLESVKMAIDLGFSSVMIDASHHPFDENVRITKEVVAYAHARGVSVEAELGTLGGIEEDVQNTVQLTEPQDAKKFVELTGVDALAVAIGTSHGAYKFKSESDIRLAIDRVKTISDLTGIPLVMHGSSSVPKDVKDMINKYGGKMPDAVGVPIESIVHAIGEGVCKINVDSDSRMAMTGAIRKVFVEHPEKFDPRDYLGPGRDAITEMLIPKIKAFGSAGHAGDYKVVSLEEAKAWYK
#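 Giardia FBPA (40 nM reagent) was preincubated 10 min at RT with compound (up to 57.5 uM final), then substrate plus GAPDH/TPI/NAD/arsenate coupling system with diaphorase/resazurin was added; resorufin fluorescence (525/598 nm) was read after 20 min.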
# Active calls of the source: *; u = inconclusive; x = not tested or not shown; [ ] = remark or other dose. Unless noted, calls come from the whole dose curve; as a rule, active = well fitted curve in the direction sought with a large enough effect; inconclusive = small, poorly fitted or top-dose-only effect, or another doubt; inactive = no such curve, though single readings can be large; an effect the other way counts as inactive or inconclusive.
SMILES,Cycloheximide cs,Shiga toxin inh,Sm TGR inh,Pf growth 96h,Pf growth 48h,FBPA Giardia inh
O=C(CN1CCc2ccccc2C1)Nc1ccc(F)cc1,-2,-6,2%,0%,-1%,17%
Cc1ccc(/C(N)=N/OC(=O)C23CC4CC(CC(C4)C2)C3)cc1,23*,101*,-2%,u,35%[activator],-6%
O=C(O)c1ccc(COCC(F)(F)F)cc1,-4,8,0%,x,15%,15%
Cc1cn(S(=O)(=O)c2ccccc2[N+](=O)[O-])cn1,-2,-17,-10%[57.1 µM],u,11%,-18%
COCCNC(=O)C(c1ccc(C)o1)N(CCOC)C(=O)Cn1nnc2ccccc21 (configuration not stated),1,-8,-28%,u,7%,5%
Cc1ccc(C)c(C(=O)N(C)CC(=O)Nc2ccccc2C(F)(F)F)c1,12,22,11%,-1%,4%,4%
O=C1N[C@@H](Cc2cnc[nH]2)C(=O)N2CCC[C@@H]12,-4,-15,8%,-7%,u,-26%
CCOC(=O)N(CC)c1ccc(C(O)(C(=O)OCC)C(F)(F)F)cc1 (configuration not stated),-2,-9,0%,u,2%,1%
COc1ccc([N+](=O)[O-])cc1-c1nc2ccccc2nc1-c1ccccc1,-2,x,12%,-3%,13%,9%
COc1ccc(CC(=O)N/N=C/c2cccs2)cc1OC,-2,-4,-2%,-28%,u,-1%
O=C(CSc1nc2ncccc2[nH]1)NCCc1ccccc1,-4,6,-11%,13%,25%,-1%
CC/C(=C/c1sc2ccccc2[n+]1CC)SC,2,-15,2%,1.7µM*,u,1%
C=CCc1ccccc1OCC(=O)O,-2,21,-5%,u,u,2%
CN1CCN(c2ccc(S(=O)(=O)N3CCCCC3)cn2)CC1,-4,-11,2%,u,x,2%
CCOC(=O)c1cc(C#N)c(Nc2ccccc2OC)nc1C(F)(F)F,-2,-9,8%,9%,12%,5%
Cc1ccccc1N(CC(=O)NC1CCCC1)C(=O)CS(=O)CC(=O)Nc1ccc2c(c1)OCO2 (configuration not stated),-2,-13,0%,18%,-21%,0%
O=C(Nc1cccc(F)c1)NC1CCCc2ccccc21 (configuration not stated),-3,-2,10%,-15%,-36%,-7%
Cc1ccccc1C(=O)NC(=S)Nc1ncccn1,18*,47,11%,u,62%[activator],4.5µM*
Cc1cccc(C)c1NC(=O)CN(C)CC(=O)Nc1ccccc1Br,-8,-7,0%,4%,-1%,0%
Cn1c(SCC(=O)NCc2ccc3c(c2)OCO3)nnc1-c1cccs1,-3,-4,7%,-11%,u,0%

# Copied from the list:
# Sm TGR inh, O=C(O)c1ccc(COCC(F)(F)F)cc1 → 0%
# FBPA Giardia inh, Cc1ccccc1C(=O)NC(=S)Nc1ncccn1 → 4.5µM*
# FBPA Giardia inh, CCOC(=O)N(CC)c1ccc(C(O)(C(=O)OCC)C(F)(F)F)cc1 (configuration not stated) → 1%

# Among those listed so far, two have a thiophene ring, fused or not:
SMILES,Cycloheximide cs,Shiga toxin inh,Sm TGR inh,Pf growth 96h,Pf growth 48h,FBPA Giardia inh
COc1ccc(CC(=O)N/N=C/c2cccs2)cc1OC,-2,-4,-2%,-28%,u,-1%
Cn1c(SCC(=O)NCc2ccc3c(c2)OCO3)nnc1-c1cccs1,-3,-4,7%,-11%,u,0%

# Following part:
SMILES,Cycloheximide cs,Shiga toxin inh,Sm TGR inh,Pf growth 96h,Pf growth 48h,FBPA Giardia inh
CCOCCCNC(=O)CSc1ccccc1,-3,-7,7%,-20%,28%,5%
CCC(=O)OCCn1c(=O)c2ccccc2c2ccccc2c1=O,-2,17,-6%,37%,u,-16%
Cc1ccc(C(=O)NCC(=O)OCCOc2ccccc2Cl)cc1,x,x,-13%,100%,66%[activator],x
COc1ccc(CCNC(=O)CSc2nnc(-c3cccc(F)c3)o2)cc1OC,5,-3,1%,278%[activator],-11%,5%
COc1ccc(-c2cc([C@H]3[C@@H]4C=CCC[C@@]4(C)C(=O)N3Cc3ccccc3)ccc2F)cc1OC,-3,-1,4%,u,u,-4%
CCOC(=O)C1CCCN(CC(=O)Nc2c(F)c(F)c(F)c(F)c2F)C1 (configuration not stated),-5,-8,0%,u,0%,4%
CCC(=O)Nc1ccc(S(=O)(=O)NCC2CCCO2)cc1 (configuration not stated),-2,18,-3%,x,-6%,1%
O=C(NCc1ccc2c(c1)OCO2)C1COc2ccccc2O1 (configuration not stated),13,34*,-5%,u,59%[activator],0%
CC(=O)c1cnc2c(-c3ccccc3)c(C)nn2c1C,-2,10,-2%,-25%,-29%,6%
CCOc1ccc2nc(SCC(=O)NC3CC3)sc2c1,15*,20,-21%,61%[activator],21%,-1%

# Among those listed so far, 2 have an NH in an aromatic ring:
SMILES,Cycloheximide cs,Shiga toxin inh,Sm TGR inh,Pf growth 96h,Pf growth 48h,FBPA Giardia inh
O=C1N[C@@H](Cc2cnc[nH]2)C(=O)N2CCC[C@@H]12,-4,-15,8%,-7%,u,-26%
O=C(CSc1nc2ncccc2[nH]1)NCCc1ccccc1,-4,6,-11%,13%,25%,-1%

# (listing goes on)
SMILES,Cycloheximide cs,Shiga toxin inh,Sm TGR inh,Pf growth 96h,Pf growth 48h,FBPA Giardia inh
Cc1ccc(NC(=O)CCc2c(C)nn(-c3ccc(N4CCCCC4)nn3)c2C)cc1,53*,86*,3%,u,43%[activator],1%
Cn1c(CCC(N)=O)nnc1SCC(=O)Nc1ccccc1C(=O)NC1CC1,x,x,1%,1%,2%,x
CC(C)c1ccc(S(=O)(=O)N2CCN(CC(=O)c3ccc(O)c(O)c3)CC2)cc1,-5,13,25µM*,-26%,-38%,13µM*
CC(C)(CNC(=O)c1cc2ccccc2o1)N1CCOCC1,-4,-4,-23%,2%[5.75 µM],-1%,2%
O=C(Nc1ccc2nc3n(c(=O)c2c1)CCCCC3)c1ccccn1,36*,59*,3%,-35%,1%,-2%
CCOC(=O)C1(c2ccccc2)CCN(Cc2cccc(C(=O)O)c2)CC1,6,5,13%,u,0%,15%
O=C(NCc1cccc(F)c1)C1CCC(=O)N(C2CC2)C1 (configuration not stated),-1,9,-20%,-3%,17%,x
CCOc1ccccc1Nc1nc(N)nc(CN(C)C2CCCCC2)n1,15,-24,u,x,u,-3%
O=C(c1ccc(C(=O)N2CCN(c3ccccc3F)CC2)nc1)N1CCN(c2ccccc2F)CC1,-1,27,-9%,32%[activator],37%[activator],-29%
Cc1ccc(C(=O)Oc2cccnc2)cc1[N+](=O)[O-],-1,-7,-35%,u,14%,4%
O=C(CS(=O)(=O)Cc1ccccc1)NCc1ccc2c(c1)OCO2,-5,-15,-8%,-1%,18%,8%
CCOc1cc(N2CCOCC2)c(OCC)cc1NC(=O)COc1cccc(Cl)c1,x,x,u,-4%,u,x
O=C(c1ccc(S(=O)(=O)Nc2cccc(C(F)(F)F)c2)cc1)N1CCC1,-2,-15,-10%,u,7%,x
CCOc1ccc(NC(=O)CSc2nnc(C)n2Cc2ccccc2)cc1,2,-10,3%,11%,-21%,7%
Cc1ccc(S(=O)(=O)NCCC(=O)N(C)Cc2cccs2)cc1,x,x,-18%,u,u,x
O=C(CCc1ccccc1)NNC(=O)Nc1ccccc1,2,13,x,64%[activator],11%,0%
CC(C)Oc1ccc(C(=O)NC(=S)Nc2ccc(Cl)c(C(=O)O)c2)cc1,14,-4,40µM*,75%[activator],u,1%
Cc1ccc(NC(C)C(=O)N/N=C/c2c[nH]c3ccccc23)cc1 (configuration not stated),-2,2,-6%,u,-17%,5%
C=C(C(=O)O)C(CCCCCC)C(=O)O (configuration not stated),-1,-3,-19%,16%,-1%,u
O=C(CN(C(=O)CCC(=O)Nc1nccs1)c1ccccc1F)NCc1ccc(F)cc1,-3,-15,-2%,u,-4%,12%
Cc1ccc(Cn2nnc3c(=O)[nH]c(C4CCCN(S(=O)(=O)c5ccccc5F)C4)nc32)cc1 (configuration not stated),0,-2,11%,60%[activator],u,-3%
Cc1cccc(C(=O)O[C@@H]2[C@H](Cc3ccccc3)NS(=O)(=O)[C@H]3C[C@@H]4C=C[C@]23O4)c1,x,x,-9%,9.3µM*,u,x
CCOC(=O)Cn1c(=O)n(Cc2ccc(OC)cc2)c(=O)c2cccnc21,-6,-6,10%,29%,u,10%
O=C(c1ccccc1)N1CCN(S(=O)(=O)N2CCCCC2)CC1,-2,3,5%,40%[activator],13%,10%
Cn1c(=O)c2sccc2n(Cc2ccccc2)c1=O,-2,-7,0%,-8%,-17%,3%
C/C(=N\NS(=O)(=O)c1ccc(C)cc1)c1ccc(Br)s1,0,-11,-15%,21%,x,-1%
Cc1nn(C)c(N)c1C(O)(c1nccn1C)C(F)(F)F (configuration not stated),-3,-8,2%,-4%,11%,-9%
C=CCNC(=O)CSc1nnc(-c2ccncc2)n1CCc1ccccc1,-1,-10,-34%,12µM*,1%,4%
CCCCN(CC)CCNC(=O)CCC(=O)Nc1ccc2nc(N3CCN(C)CC3)cc(C)c2c1,-2,29,1%,-13%,u,u
CC1CCN(c2[nH]c(=S)c(C#N)c3c2CCCC3)CC1,2,20,-1%,21%,14%,-14%
Cc1nnc(SCC(=O)NCCN2C(=O)CSC2=O)s1,1,-9,2%,4%,24%,-1%
Cc1cc([N+](=O)[O-])cnc1Sc1nccn1C,-4,-10,-20%,12%,-1%,18%
Cc1cc(C)nc(N/N=C/c2c(CO)cnc(C)c2O)n1,-3,3,8%,u,10µM*,-13%
CC(=O)c1ccc(OCCCCOc2ccc(C(C)=O)cc2)cc1,-3,-15,0%,-3%,-10%,-7%
Cc1cccc(OCC(=O)N2CCCc3ccccc32)c1,5,2,0%,0%,-8%,5%
O=C(COc1ccccc1F)N1CCCc2ccccc21,22*,x,0%,-14%,0%,-16%
CC(C)(C)C(=O)C(Oc1cccc2nonc12)n1cncn1 (configuration not stated),-2,22,1%,-20%,2%,2%
O=C(Nc1cccc2c1CCCC2)c1cc([N+](=O)[O-])ccc1Cl,-1,-11,-24%,u,u,3%
CCOC(=O)N1CCC(NC(=O)Cn2cccc2C(=O)c2ccccc2C)CC1,7,10,5%,3%,u,4%
CC1=C(C(N)=O)C(c2ccc(Cl)c(Cl)c2)n2ncnc2N1 (configuration not stated),-3,4,-1%,-11%,4%,8%
Cc1cc2c(nn1)CCc1nonc1-2,-4,-9,-2%,x,4%,5%
O=C(c1cccs1)N(Cc1cc2ccccc2[nH]c1=O)CC1CCCO1 (configuration not stated),-2,-16,7%,u,-3%,10%
COc1ccc(S(=O)(=O)Nc2ccccc2C(=O)N2CCOCC2)cc1OC,2,27,-4%,30%[activator],8%,3%
Cc1cc(NC(=O)COC(=O)C(C)Oc2ccc(Cl)cc2Cl)no1 (configuration not stated),-4,2,-8%,17%,17%,9%
CCN1CC2=C(OC(N)=C(C#N)C2c2cccs2)/C(=C/c2cccs2)C1 (configuration not stated),-1,-16,35µM*,54%[activator],12µM*,u
Cc1cc(C)cc(NS(=O)(=O)c2csc(C(N)=O)c2)c1,-3,2,-18%,u,5%[0.00184 µM],3%
Nc1nonc1-n1nnc(C(=O)N/N=C/c2cccc(Cl)c2)c1CSc1ccc(Cl)cc1,-3,-17,1%,u,-7%,-13%
CC(C)(C)c1ccc(Cn2nnc3c(=O)[nH]c(C4CCCN(C(=O)c5cccs5)C4)nc32)cc1 (configuration not stated),-4,2,9%,4.1µM*,u,-9%
COc1ccc(-c2ccnc3c(Br)c(C)nn23)cc1,x,x,-5%,39%[activator],u,x
COc1ccc(NC(=S)N2CCN(Cc3ccccc3)CC2)c(OC)c1,-2,-8,26%,13%,4%,5%
Cc1ccc(S(=O)(=O)N(C)c2nonc2C)cc1,8,-2,0%,96%[activator],u,-7%

# Screening data from PubChem.
